ELG1 genotox = qHTS screen for small molecules that induce genotoxicity in human embryonic kidney (HEK293T) cells expressing luciferase-tagged ELG1; HEK293T ELG1-luciferase reporter, luminescence, 16 h; Potency, µM (doses to about 46 µM), for the others: top-dose activity change, positive = activation, most hits filed as activators; 330,000 tested, 1.3% active; note: potency is the fitted concentration of half-maximal effect; % of control where 0% means no effect; nearly all actives have a fitted effect of over 60% in size
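DMSO vehicle served as control against compound-treated ELG1-luciferase HEK293T cells; exposure lasted 16 hr at 37 °C and 5% CO2, followed by ONE-Glo luminescence detection after 30 min.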
p53 reactivator = qHTS assay for re-activators of p53 using a Luc reporter | 320,000 tested, 0.063% active | AID 504706, 2011 | Potency, µM (titrated, usually from 92.2 µM), for the others: at the highest dose activity change, positive = activation, hits mostly activators | H1299 p53-A138V BP100-luciferase reporter, luminescence, 24 h; note: potency is the fitted concentration of half-maximal effect; % of control where 0% means no effect; nearly all actives have a fitted effect of over 45% in size
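H1299 (p53-null), stable ts p53-A138V + BP100-Luc; 1000 cells/well, Opti-MEM/10% FBS; cpd 4 pt, 1:5; 24 h, 37 deg C, 5% CO2; detection reagent 10 min RT; luminescence.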
VP16 counter = VP16 counterscreen qHTS for inhibitors of ROR gamma transcriptional activity | Drosophila S2 Gal4-VP16 UAS-luciferase, luminescence, 20 h | Potency, µM (doses to about 53.6 µM), for inactives: top-dose activity, negative = inhibition, actives largely listed as inhibitors | 310,000 tested, 3.5% active | AID 2546, 2010;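 note: Gal4-VP16 expression switched on by copper sulfate through the metallothionein promoter; potency is the fitted concentration of half-maximal effect; % is set by controls: 0 for no effect and ±100 for the full control effect; nearly all actives have a fitted effect of over 50% in size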
Tb PFK inh = qHTS Assay to Find Inhibitors of T. brucei phosphofructokinase; ATP-dependent 6-phosphofructokinase (Trypanosoma brucei brucei), O15648; T. brucei PFK, ADP-Glo luminescence; Potency, µM (top dose mostly 57.5 µM), for inactives: at the top dose activity, negative = inhibition, usual class: inhibitors; 330,000 tested, 0.17% active;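 note: potency is the fitted concentration of half-maximal effect; 0% = uninhibited 1x PFK enzyme wells and -100% = no-enzyme wells; nearly all actives have a fitted effect of over 60% in size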
Target sequence (O15648 whole entry, looked up): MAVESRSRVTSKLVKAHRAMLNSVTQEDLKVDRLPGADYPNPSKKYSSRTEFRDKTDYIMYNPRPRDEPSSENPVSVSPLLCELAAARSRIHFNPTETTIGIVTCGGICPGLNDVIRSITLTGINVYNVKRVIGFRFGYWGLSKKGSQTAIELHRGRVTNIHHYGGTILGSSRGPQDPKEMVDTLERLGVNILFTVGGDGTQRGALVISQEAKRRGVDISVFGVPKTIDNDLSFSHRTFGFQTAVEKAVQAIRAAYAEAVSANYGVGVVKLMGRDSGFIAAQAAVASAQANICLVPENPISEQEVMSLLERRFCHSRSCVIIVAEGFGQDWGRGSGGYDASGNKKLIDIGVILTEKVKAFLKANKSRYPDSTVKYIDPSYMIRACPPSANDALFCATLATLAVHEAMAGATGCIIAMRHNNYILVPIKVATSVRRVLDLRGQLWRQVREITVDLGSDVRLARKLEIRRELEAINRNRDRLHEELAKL
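Luminescent ADP detection (ADP-Glo, two-step: ATP depletion then ADP-to-ATP conversion for luciferase) reported PFK activity after 45 min room-temperature reaction of 1.25 nM enzyme with 0.5 mM F6P and 0.1 mM ATP at pH 8.0.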
FLuc modulator = qHTS profiling assay for firefly luciferase inhibitor/activator using purifed enzyme and Km concentrations of substrates (counterscreen for miR-21 project); purified FLuc, Km substrates, luminescence inhibition; Potency, µM (top dose mostly 57.5 µM), inactives show at the top dose activity change, negative = inhibition, most hits filed as inhibitors; 360,000 tested, 6.9% active;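 note: potency is the fitted concentration of half-maximal effect; plate controls were vehicle for no effect and reference inhibitor for full effect; nearly all actives have a fitted effect of over 55% in size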
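Biochemical qHTS of compounds, final roughly 60 µM downward over six points, against 10 nM purified firefly luciferase using Km concentrations of substrates (10 uM D-luciferin, 10 uM ATP) in Tris acetate pH 7.5 buffer; luminescence output.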
Rab9 prom act = qHTS Assay for Rab9 Promoter Activators; 320,000 tested, 2.8% active; AID 485297, 2010; Huh7 Rab9 promoter-luciferase reporter, luminescence, 24 h; Potency, µM (highest dose often 9.22 µM), for inactives: top-dose activation, negative = inhibition, usual class: activators; note: potency is the fitted concentration of half-maximal effect; % of control where 0% means no effect; nearly all actives have a fitted effect of over 60% in size
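Luminescence from Amplite-detected luciferase (10 minutes, ambient) reports Rab9 promoter activation. Before that, stable Rab9-luciferase Huh7 cells (1500/well, reduced-serum OP-MEM I plus 10% FBS) were exposed to compound for 24 hours at 37C.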
NPC1 promoter act = qHTS Assay for NPC1 Promoter Activators. Huh7 NPC1 promoter luciferase reporter, 24 h. Potency, µM (highest dose often 9.22 µM), inactives show top-dose activation, most hits filed as activators. 320,000 tested, 2.4% active. AID 485313, 2010;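 note: potency is the fitted concentration of half-maximal effect; % of control where 0% means no effect; nearly all actives have a fitted effect of over 60% in size; reporter is driven by a mutant NPC1 promoter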
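Luminescence from an NPC1 promoter-driven luciferase reporter in stably transfected Huh7 cells was measured after 24 h compound treatment at 37 °C, followed by 10 min ambient incubation with luciferase detection reagent.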
RORgamma inh = qHTS for inhibitors of ROR gamma transcriptional activity; Nuclear receptor ROR-gamma (Mus musculus), P51450; 310,000 tested, 5.4% active; Potency, µM (titrated, usually from 53.6 µM), without a hit: at the top dose activity change, negative = inhibition, actives largely listed as inhibitors; Drosophila S2 Gal4-RORgamma UAS-luciferase reporter, 20 h; note: potency is the fitted concentration of half-maximal effect; % is set by controls: 0 for no effect and ±100 for the full control effect; nearly all actives have a fitted effect of over 60% in size
Target sequence (P51450 whole entry, looked up, the tested form may be a part): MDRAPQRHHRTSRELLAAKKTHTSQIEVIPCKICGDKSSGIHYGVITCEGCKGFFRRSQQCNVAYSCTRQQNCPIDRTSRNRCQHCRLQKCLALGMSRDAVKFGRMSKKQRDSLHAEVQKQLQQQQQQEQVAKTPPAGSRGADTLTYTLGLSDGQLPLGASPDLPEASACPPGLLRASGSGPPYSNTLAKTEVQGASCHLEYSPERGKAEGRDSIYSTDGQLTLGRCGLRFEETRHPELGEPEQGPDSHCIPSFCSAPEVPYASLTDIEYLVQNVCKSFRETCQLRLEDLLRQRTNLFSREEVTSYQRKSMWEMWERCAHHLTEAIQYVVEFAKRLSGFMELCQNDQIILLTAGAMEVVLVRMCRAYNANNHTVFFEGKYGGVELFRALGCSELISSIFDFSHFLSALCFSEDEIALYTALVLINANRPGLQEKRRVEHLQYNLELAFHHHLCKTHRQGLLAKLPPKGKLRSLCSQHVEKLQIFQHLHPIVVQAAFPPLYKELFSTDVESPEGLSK
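In this cell-based reporter format, copper sulfate (700 uM final) drives Gal4–ROR gamma fusion expression from a metallothionein promoter in Drosophila Schneider cells; compounds preincubated 1 hr, reporter read after 20 hr at ambient temperature.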
BRCA1 expr up = qHTS Assay to Identify Small Molecule Activators of BRCA1 Expression; MCF7-BRCA1-FFLuc reporter, luminescence, 48 h; response scale: scaled: vehicle 0%, 10 µM genistein 100%; 380,000 tested, 1.1% active; Potency, µM (highest dose often 46.1 µM), for inactives: at the top dose activation, actives largely listed as activators; AID 624202, 2012; note: potency is the fitted concentration of half-maximal effect; nearly all actives have a fitted effect of over 80% in size; some results filed as inactive show a strong effect at the top dose
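MCF7 cells carrying a BRCA1-firefly luciferase reporter (2000 cells/well, phenol-red free MEM) were attached for 2 h at 37 °C, then given compounds for 48 h. Luminescence was read 15 min after luciferase reagent; activity normalized to genistein (10 microM) and DMSO.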
ELG1 repair inh = qHTS screen for small molecules that inhibit ELG1-dependent DNA repair in human embryonic kidney (HEK293T) cells expressing luciferase-tagged ELG1; HEK293T ELG1-luciferase reporter, luminescence, 16 h; DNA damage induced by 5-fluorouridine; Potency, µM (top dose mostly 46.1 µM), without a hit: at the highest dose activity change, negative = inhibition, usual class: inhibitors; 330,000 tested, 2.3% active; note: potency is the fitted concentration of half-maximal effect; % is set by controls: 0 for no effect and ±100 for the full control effect; nearly all actives have a fitted effect of over 55% in size
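5-Fluorouridine DNA damage + compound/DMSO, 2,000 cells/well, 16 h, 37 °C/5% CO2. ONE-Glo, 30 min RT, luminescence. Readout = decrease in reporter signal.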
TRPV1 ag = HTS Assay for Compounds that Act as Agonists of the Vanilloid Receptor 1; TRPV1-expressing cells, Fluo-8 calcium influx, agonist mode; activation, % at 8.33 µM; Transient receptor potential cation channel subfamily V member 1 (Homo sapiens), Q8NER1; 320,000 tested, 0.19% active; in the data active = activation above about 80%; inconclusive = between about 30% and that limit; note: 0% is about no effect
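Cells expressing TRPV1 were dye-loaded with Fluo-8 and read kinetically: 10 s baseline, 3 min after compound (agonist portion), then 2 min after EC20 capsaicin (allosteric enhancer portion). Calcium-bound dye fluorescence at 480/520 nm.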
Active calls of the source: *; ? = inconclusive; . = not tested or not shown; & = joins results of further samples; [ ] = remark or other dose. Unless noted, calls come from the whole dose curve; as a rule, active = well fitted curve in the direction sought with a large enough effect; inconclusive = small, poorly fitted or top-dose-only effect, or another doubt; inactive = no such curve, though single readings can be large; an effect the other way counts as inactive or inconclusive.

SMILES | ELG1 genotox | p53 reactivator | VP16 counter | Tb PFK inh | FLuc modulator | Rab9 prom act | NPC1 promoter act | RORgamma inh | BRCA1 expr up | ELG1 repair inh | TRPV1 ag
Cc1ccc(CCNC(=O)CN2C(=O)COc3ccc(S(=O)(=O)N4CCC(C)CC4)cc32)cc1 | 0.3%[9.26 µM] | -2.4% | 3.2% | -3.4% | 0.8%&-0.4% | 4.5% | 2.2% | -9.6% | -2.2% | 0.0% | 15.0
Cc1ccc(NC(=O)NCc2c(C)nn(C)c2C)cc1Cl | ? | 7.9% | ? | 0.7% | 23.9µM* | 3.98µM* | ? | 44.5% | 5.01µM* | ? | ?
CCC(OC(=O)C(CC(C)C)NC(=O)c1ccccc1)C(=O)Nc1nnc(C)s1 (centres undefined) | 0.9% | 1.9% | . | -0.2% | 1.4% | -7.6% | -0.7% | . | -4.3% | -1.3% | -1.1
CCCCOc1ccc(C(=O)OCC(=O)N2CCCCCC2)cc1 | -2.8% | 6.2% | . | 0.2% | . | . | . | . | -17.8% | ? | .
CCCCCn1c(C(C)NC(=O)CCC)nc2ccccc21 (centres undefined) | ? | 3.5% | 25.2% | -1.8% | -1.1% | -5.1% | 0.2% | -20.8% | -22.5% | -6.3% | ?
Cc1ccc(S(=O)(=O)NCCC(=O)Nc2ccc(C)cc2C(=O)c2ccccc2)cc1 | -6.4% | . | -8.4% | 7.5% | 2.3% | -6.0% | -5.1% | 31.9% | -18.5% | ? | 14.9
COC(=O)[C@H](CCSC)NC(=O)N1CCN(c2cccc(C(F)(F)F)c2)CC1 | -3.9% | 5.9% | -2.2% | -3.0% | 0.0% | 2.1% | -6.5% | ? | 2.9% | -11.3% | 20.6
NC(=S)Cc1ccccc1Cl | 1.2% | -1.5% | -26.0% | -7.6% | 0.5% | -3.4% | 0.0% | 10µM* | 0.3% | -10.2% | 1.0
CC1(C)N=C(SCC(=O)Nc2ccc(Cl)cc2)C(c2ccccc2)=N1 | -8.2% | -1.4% | -14.3% | -0.1% | 0.8% | -2.3% | 1.1% | -4.7% | -55.7% | ? | ?
CCOC(=O)Cc1csc(Nc2c(C)n(C)n(-c3ccccc3)c2=O)n1 | -2.4% | 0.2% | 5.1% | 3.4% | 3.8% | -3.9% | -0.3% | 6.3% | -3.1% | -0.9% | -0.5
O=C(CN1CCOCC1)N/N=C/c1ccc(-c2cccc(Cl)c2Cl)o1 | -4.0% | 1.5% | -6.7% | 7.2% | ? | 1.5% | -4.0% | -35.7% | -49.8% | -6.1% | .
O=C(Cc1ccc(Br)cc1)Nc1ccc(S(=O)(=O)NCC2CCCO2)cc1 (centres undefined) | -9.6% | 8.6% | 2.6% | ? | -1.9% | -11.5% | -6.6% | 34.3% | -20.6% | ? | 2.4
CC(=O)c1ccc(OCc2cc(C(=O)NC(C)Cc3ccccn3)no2)cc1 (centres undefined) | -2.3% | -1.9% | -0.1% | -1.0% | 1.1% | -1.3% | -2.8% | 3.8% | -5.1% | 0.3% | 2.1
COC(=O)c1ccc(NC(=O)CCN2C(=O)C3C4CCC(C4)C3C2=O)cc1 (centres undefined) | 2.6% | 0.2% | 7.1% | -0.6% | 3.5% | 6.6% | -5.0% | ? | -2.9% | -7.2% | -0.7
COc1ccc(OC2C(=O)N(Cc3ccc(F)cc3)C2c2cc(OC)c(OC)c(OC)c2)cc1 (centres undefined) | 0.6% | -23.1% | -9.8% | 7.1% | 10.8% | 0.0% | -0.1% | ? | -8.5% | -10.2% | 11.6
COc1cccc(CC2(CO)CCCN(Cc3ccccc3Cl)C2)c1 (centres undefined) | -4.0% | . | 6.5% | 1.3% | -1.8% | -0.1% | -1.0% | -23.2% | -15.4% | -10.2% | 24.1
O=C(O)CCC(=O)N1CCc2cc(S(=O)(=O)N3CCC(Cc4ccccc4)CC3)ccc21 | 4.0% | -4.5% | -0.2% | -0.5% | -0.4% | -3.9% | 3.2% | 28.5% | 26.9% | 10.4% | -2.7
Cc1cc(C(=O)COC(=O)CNC(=O)c2ccc(Cl)c(Cl)c2)c(C)n1Cc1ccco1 | 2.1% | -1.6% | 1.1% | 10.7% | -11.8% | -3.1% | -2.1% | 28.1% | 14.1% | 13.6% | 0.0
COc1ccc(C)cc1NC(=O)CCS(=O)(=O)c1ccc2c(c1)oc(=O)n2C | 0.0% | -1.6% | 1.3% | 3.0% | 1.0% | 0.9% | -9.3% | 2.1% | 0.3% | ? | 0.6
CCCCOC(=O)CCCN1C(=O)/C(=C2\SC(=S)N(CCCC(=O)OCCCC)C2=O)SC1=S | -2.1% | -2.9% | 0.6% | 0.9% | -1.6% | -3.6% | -10.0% | -17.8% | 10.1% | -9.4% | 1.1
CCOC(=O)CSc1nnc(CNC(=O)c2cc(OC)c(OC)c(OC)c2)n1C | 0.5% | 15.3% | 0.8% | -3.8% | 1.8% | 15.5% | -4.0% | -10.2% | -10.4% | 7.2% | -4.2
Cc1ccsc1/C=N\NC(=O)c1cc(C(C)(C)C)[nH]n1 | ? | 4.0% | 20µM* | -6.5% | 12µM* | 2.82µM* | 2.82µM* | 10µM* | 5.01µM* | ? | 3.0
CCOC(=O)N1CCN(C(c2cccc(OC)c2)c2sc3nc(C)nn3c2O)CC1 (centres undefined) | -0.1% | -24.9% | -1.9% | -2.5% | -0.5% | 5.9% | -4.9% | -11.6% | 2.2% | 0.9% | -3.1
CCOc1ccc(OCCC(=O)NNC(=O)c2nn(C)c(=O)c3ccccc23)cc1 | 10.3% | -11.1% | 13.0% | -24.3% | -5.6% | 10.4% | -2.3% | 10.0% | 5.9% | 1.5% | -5.9
Cc1ccc(NC(=O)CSc2nc(CSc3ccc(C)cc3)cc(=O)[nH]2)cc1 | 2.3% | -1.4% | -0.9% | 0.2% | 21.3µM* | -1.6% | 0.2% | -35.5% | 36.4% | ? | -0.3
O=C(CCNC(=O)c1ccc([N+](=O)[O-])cc1)Nc1cc(Cl)ccc1N1CCOCC1 | 0.0% | 3.7% | . | 0.7% | 6.1% | 0.7% | 1.0% | . | 5.2% | -25.2% | -0.1
Cc1cccc(C)c1NC(=S)N(CCCN1CCN(C)CC1)Cc1cccs1 | -16.6% | -1.8% | -1.7% | 5.1% | 0.0% | -1.6% | -3.0% | 10.2% | 19.9% | ? | -0.1
Cc1ccsc1/C=C/c1ccc2cccc(O)c2n1 | 9.2µM* | 39.8µM* | ? | -0.7% | 2.69µM* | 3.55µM* | ? | 4.47µM* | -27.2% | ? | 2.5
CCOc1ccc(-n2c(SCc3ccc([N+](=O)[O-])cc3)nnc2-c2ccc(OC)cc2)cc1 | -4.0% | -3.6% | -4.4% | 0.6% | 4.0% | -2.2% | 0.1% | 4.5% | -31.7% | ? | 14.8
CCOc1ccc(-c2nnc(NC(=O)C3CCCC3)o2)cc1 | 9.7% | ? | ? | -0.6% | ? | 29.6% | 6.9% | 8.91µM* | ? | ? | 1.5
CC(=O)/C(=N\Nc1ccccc1)Sc1nnc(-c2ccccc2)n1-c1ccccc1 | -3.5% | 12.8% | ? | 1.8% | -1.3% | -4.1% | -3.2% | 10µM* | -27.1% | ? | ?

One compound at a time (already shown). Values in the order: ELG1 genotox | p53 reactivator | VP16 counter | Tb PFK inh | FLuc modulator | Rab9 prom act | NPC1 promoter act | RORgamma inh | BRCA1 expr up | ELG1 repair inh | TRPV1 ag
Cc1ccc(NC(=O)CSc2nc(CSc3ccc(C)cc3)cc(=O)[nH]2)cc1 reads 2.3% | -1.4% | -0.9% | 0.2% | 21.3µM* | -1.6% | 0.2% | -35.5% | 36.4% | ? | -0.3
Cc1cccc(C)c1NC(=S)N(CCCN1CCN(C)CC1)Cc1cccs1 reads -16.6% | -1.8% | -1.7% | 5.1% | 0.0% | -1.6% | -3.0% | 10.2% | 19.9% | ? | -0.1
